Compound activity (PubChem BioAssay)
ALDH1A1 inh: inhibitors of human aldehyde dehydrogenase 1A1 | P00352 | Purified ALDH1A1, NADH fluorescence, propionaldehyde substrate | Potency, µM (highest dose often 75.3 µM), without a hit: top-dose activity, negative = inhibition, actives largely listed as inhibitors | 220,000 compounds, 7.3% hits | AID 1030; active = well fitted inhibition curve with a large enough effect, not every such curve was filed as active; inconclusive = small, poorly fitted or top-dose-only effect, or another doubt; inactive = no such curve, though single readings can be large or run the other way;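 also: plate controls were no enzyme wells and a reference inhibitor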
Target sequence (P00352 whole entry, looked up): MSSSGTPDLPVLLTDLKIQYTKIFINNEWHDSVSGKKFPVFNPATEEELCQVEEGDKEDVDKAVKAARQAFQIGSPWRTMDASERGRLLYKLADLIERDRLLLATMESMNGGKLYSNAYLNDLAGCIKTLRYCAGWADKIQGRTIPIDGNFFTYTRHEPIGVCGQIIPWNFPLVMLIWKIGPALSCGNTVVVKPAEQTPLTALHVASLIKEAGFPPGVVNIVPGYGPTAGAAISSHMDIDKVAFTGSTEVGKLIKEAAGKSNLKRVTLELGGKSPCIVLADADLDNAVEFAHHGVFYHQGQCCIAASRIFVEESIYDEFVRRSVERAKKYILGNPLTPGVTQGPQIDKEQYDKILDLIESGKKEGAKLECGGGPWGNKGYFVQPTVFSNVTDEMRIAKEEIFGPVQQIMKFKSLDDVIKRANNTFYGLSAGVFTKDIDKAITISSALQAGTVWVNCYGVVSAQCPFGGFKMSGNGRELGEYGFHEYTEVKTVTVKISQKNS
HttQ103 aggreg: reduces HttQ103-GFP aggregates in PC12 cells | PC12 HttQ103-GFP aggregates, Acumen cytometry, 40 h | Potency, µM (top dose mostly 46.1 µM), inactives show top-dose activity change, negative = inhibition, hits mostly inhibitors | 220,000 compounds, 1.1% hits; also: % is scaled to controls: 0 for no effect and ±100 for the full control effect; nearly all actives have a fitted effect of over 60% in size
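Compounds (qHTS titration) were added to PC12 cells expressing an ecdysone-driven HTT exon 1 Q103–GFP fusion after induction with 100 nM tebufenozide. Aggregate formation was measured as GFP objects in cell lysates.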
HTT ATP protect: protects HTT-Q103 PC12 cells, measured by ATP; PC12 HTT-Q103 induced, cytoprotection, ATP luminescence, 40 h; Potency, µM (series often up to 56.4 µM), without a hit: cytoprotection (ATP increase), actives largely listed as activators; 230,000 compounds, 0.14% hits;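 also: % of control where 0% means no effect; nearly all actives have a fitted effect of over 45% in size; toxic huntingtin expression switched on by the ecdysone agonist tebufenozide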
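Readout: ATPlite luminescence (ATP level). Model: stable PC12, inducible Htt exon1 Q103-GFP. Inducer: tebufenozide, 100 nM final. Compounds: dose series. No G418 in medium.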
Tau fluor counter: counter-screen for tau fibril formation inhibitors. tau K18 P301L Alexa594 fluorescence, heparin fibrillization. Potency, µM (series often up to 57.7 µM), for the others: at the top dose activity change, negative = decrease. 280,000 compounds, 0.93% hits. AID 1463; also: % is scaled to controls: 0 for no effect and ±100 for the full control effect; nearly all actives have a fitted effect of over 55% in size
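Human tau K18 P301L (15 uM unlabeled, 0.24 uM Alexa 594-labeled) in 100 mM sodium acetate pH 7 with 20 uM heparin, 6 hr at 37 C. ThT 30 uM added, 1 hr ambient; Alexa 594 FP and total fluorescence read at 555/632 nm.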
SMN2 splice enh: enhancers of SMN2 splice variant expression. HEK293 SMN2-luciferase splicing reporter, luminescence, 30-36 h. Potency, µM (series often up to 46.1 µM), without a hit: top-dose activity change, positive = activation, most hits filed as activators. 210,000 compounds, 2.8% hits; also: % of control where 0% means no effect; nearly all actives have a fitted effect of over 55% in size
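HEK293 cells carry an SMN2 minigene-luciferase reporter in which exon 7 inclusion puts luciferase in frame. Cells were seeded at 2000 cells/well, attached for 10-12 hours, then exposed to compounds for 30-36 hours at 37C before ONE-Glo luminescence.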
JMJD2E inh: inhibitors of human JMJD2E histone demethylase; JMJD2E catalytic domain, FDH-coupled NADH fluorescence (FDH is formaldehyde dehydrogenase); 230,000 compounds, 1.6% hits; Potency, µM (doses to about 57.1 µM), without a hit: at the top dose activity change, negative = inhibition, actives largely listed as inhibitors; B2RXH2; AID 2147; active = well fitted inhibition curve with a large enough effect, not every such curve was filed as active; inconclusive = small, poorly fitted or top-dose-only effect, or another doubt; inactive = no such curve, though single readings can be large or run the other way;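 also: 0% = wells with enzyme and -100% = buffer wells without enzyme; nearly all actives have a fitted effect of over 50% in size; many of its hits are not listed in these tables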
Target sequence (B2RXH2 1-337 limits assumed): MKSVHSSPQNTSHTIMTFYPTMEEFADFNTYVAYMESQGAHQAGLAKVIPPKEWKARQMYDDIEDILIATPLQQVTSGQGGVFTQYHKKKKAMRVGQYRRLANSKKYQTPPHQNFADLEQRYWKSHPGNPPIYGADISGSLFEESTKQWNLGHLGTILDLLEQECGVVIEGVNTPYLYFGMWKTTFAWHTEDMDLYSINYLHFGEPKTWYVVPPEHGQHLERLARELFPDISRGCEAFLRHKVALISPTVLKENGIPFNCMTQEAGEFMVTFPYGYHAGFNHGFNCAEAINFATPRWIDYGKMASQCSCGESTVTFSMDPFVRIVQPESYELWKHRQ
Tau FP inhib: inhibitors of human tau fibril formation. Potency, µM (titrated, usually from 57.7 µM), inactives show at the top dose activity, negative = inhibition, actives largely listed as inhibitors. 280,000 compounds, 0.39% hits. P10636. K18 P301L tau heparin fibrillization, Alexa594 FP, 6 h; also: % is scaled to controls: 0 for no effect and ±100 for the full control effect; nearly all actives have a fitted effect of over 55% in size
Target sequence (P10636 561-689 P618L limits assumed): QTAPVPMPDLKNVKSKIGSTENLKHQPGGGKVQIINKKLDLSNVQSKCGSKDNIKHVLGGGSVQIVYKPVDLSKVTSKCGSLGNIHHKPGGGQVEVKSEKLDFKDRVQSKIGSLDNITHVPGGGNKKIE
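Human tau K18 […] P301L fragment, 15 uM unlabeled plus 0.24 uM Alexa 594-labeled tau (final), with compound and 20 uM heparin in 100 mM sodium acetate pH 7; 6 hr at 37 C, then Alexa 594 FP read.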
Tau ThT inhib: inhibitors of human tau fibril formation, thioflavin T binding; P10636; recombinant tau K18 P301L (four-repeat tau fragment), heparin-induced fibrillization, ThT fluorescence; Potency, µM (doses to about 57.4 µM), inactives show at the highest dose activity, negative = inhibition, usual class: inhibitors; 270,000 compounds, 2.1% hits; also: % is scaled to controls: 0 for no effect and ±100 for the full control effect; nearly all actives have a fitted effect of over 55% in size
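Heparin-induced fibrillization of the P301L-mutant K18 repeat-domain fragment of human tau was followed by ThT binding in quantitative high-throughput format.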
* = called active by the depositor; ? = inconclusive; / = not tested or not shown; & = joins results of further samples; [ ] = remark or other dose. Unless noted, calls follow the shape of the dose curve; as a rule, active = well fitted curve in the direction sought with a large enough effect; inconclusive = small, poorly fitted or top-dose-only effect, or another doubt; inactive = no such curve, though single readings can be large; an effect the other way counts as inactive or inconclusive. Potency is read from the fitted curve at half-maximal effect. The list is partial. The share of hits here may be higher or lower than overall.

molecule | ALDH1A1 inh | Tau ThT inhib | HTT ATP protect | Tau FP inhib | HttQ103 aggreg | SMN2 splice enh | JMJD2E inh | Tau fluor counter
COc1cc(/C=N\NC(=O)C2CC3C=CC2C3)ccc1O (stereo unspecified) | 5% | -2% | / | -5% | -2% | 13% | 1% | -1%
CCCCN(CC)CCCNC(=O)c1cc2c(=O)[nH]c3ccccc3c2s1 | / | 2% | / | 2% | / | 3% | / | -7%
COc1ccccc1C(=O)NCC(=O)N/N=C/c1ccncc1 | 8% | 9% | -14%[10 µM] | 0% | -1%[9.22 µM] | -8% | -14% | 3%
CNCCOc1ccccc1OC(C)C | 4% | 11% | -34% | 9% | 15% | -6% | ? | 19%
CC(C)(C)n1nnnc1C(c1ccc(Cl)cc1)N1CCSCC1 (stereo unspecified) | -3% | -8% | 20%[10 µM] | 3% | -27% | -14% | 0% | -7%
Cc1cc(C)n(-c2nc3ccccc3c(=O)n2OCCOc2ccccc2)n1 | -4% | -2% | -12%[0.074 µM] | 2% | -30% | -14% | 1% | -5%
CC(C)CCOCC1CC2(CC(C)(c3csc(N)n3)OC2=O)C(=O)O1 (stereo unspecified) | 4% | 4% | 1% | 11% | 5% | -4% | 6% | 3%
Clc1ccc(-n2cccc2/C=N/n2cnnc2)cc1 | -10% | -11% | 5% | 7% | -23% | -9% | 4% | -8%
CN(C)S(=O)(=O)N1CCN(C(=O)N(c2ccccc2)c2ccccc2)CC1 | ? | -1% | 9% | 1% | 8% | -1% | -4% | -5%
COc1cc(-n2nnnc2SCC(=O)N2CCN(c3ccc(F)cc3)CC2)c(OC)cc1Cl | -1% | -17% | -16%[0.074 µM] | 9% | -7% | -8% | -8% | -28%
CC(C)(C)c1ccc(C(=O)Nc2ccc(-c3nc4ccccc4o3)c(O)c2)cc1 | / | 15% | / | -16% | / | -2% | / | -23%
CC(=O)C1=C(C)NC(SCc2cccc3ccccc23)=C(C#N)C1c1ccco1 (stereo unspecified) | ? | -17% | -10%[10 µM] | ? | -19% | -55%[inhibitor] | ? | ?
O=C(CSc1nc2c(sc3ccccc32)c(=O)n1-c1ccccc1)NCc1ccco1 | 11µM* | ? | 3%[10 µM] | 6% | 2% | ? | -5% | -15%
COC(=O)c1ccc2nc(NC(=O)C(C)(C)C)sc2c1 | -3% | -6% | -172%[inhibitor] | 0% | -27% | -91%[inhibitor] | 0% | -10%
Cc1ccc(C)c(Cc2c(C)nc(C)[nH]c2=O)c1 | 9% | 6% | / | -1% | -1% | 1% | 8% | 7%
COc1ccc(-c2ncccc2OC(=O)C23CC4CC(CC(C4)C2)C3)cc1 | ? | -6% | 22%[10 µM] | -4% | 1% | 8% | ? | -7%
CC1CCN(C(=O)c2cc3nc(-c4ccccc4)cc(-c4ccccc4)n3n2)CC1 | ? | -23% | ? | 8% | ? | -13% | ? | -23%
N#CC1=C(N)N(c2ccc(F)cc2)C(=O)C1 | 22µM* | -14% | 0%[10 µM] | -6% | -4% | -10% | 22% | -3%
Cc1ccc2[nH]c(=O)c(-c3nc4c(C)cccn4c3NCc3ccco3)cc2c1 | 8% | -19% | 11%[4.97 µM] | 11% | 5% | 8% | -8% | -18%
CCn1c(CC(=O)Nc2ccccc2)n[nH]c1=S | 1% | -4% | -2%[10 µM] | -11% | -7%[9.22 µM] | / | -12% | -3%
N/C(=N\OC(=O)c1cc(-c2ccccc2)nc2ccccc12)c1ccncc1 | 3% | -10% | -9% | -6% | 9% | -10% | -3% | -8%
CS(=O)(=O)Nc1nc2ccccc2[nH]1 | 1% | -5% | 11%[10 µM] | 1% | -10%[9.22 µM] | / | 1% | 1%
COc1ccc2c(c1)c1c3n2CCN(C)C3=NCC1 | 3% | -2% | 7%&-14% | 5% | 6%&-8% | -19% | ? | 3%
C/C=C/c1ccccc1OCc1ccc(C(=O)O)o1 | 6% | -8% | 1%[10 µM] | -1% | 5% | / | -6% | 4%
Cc1oc2cc([N+](=O)[O-])c(O)c([N+](=O)[O-])c2c1C(=O)c1ccc(Cl)cc1 | -3% | 18µM* | -8%[10 µM] | 1% | 13%[9.22 µM] | / | -29% | -24%

Look-ups from the results shown:
Tau FP inhib result of Cc1oc2cc([N+](=O)[O-])c(O)c([N+](=O)[O-])c2c1C(=O)c1ccc(Cl)cc1 is entered as 1%
SMN2 splice enh result of CC(C)(C)c1ccc(C(=O)Nc2ccc(-c3nc4ccccc4o3)c(O)c2)cc1 is entered as -2%

(further entries)
molecule | ALDH1A1 inh | Tau ThT inhib | HTT ATP protect | Tau FP inhib | HttQ103 aggreg | SMN2 splice enh | JMJD2E inh | Tau fluor counter
O=C(CCCn1c(=O)[nH]c2ccsc2c1=O)N1CCN(c2ccc(Cl)cc2)CC1 | / | ? | / | -5% | / | 20% | / | ?
CN1CCN(c2ncnc3c2cnn3-c2ccc(Cl)cc2)CC1 | 0% | -15% | -40%[inhibitor] | -10% | 2% | 0% | 1% | -7%
CC1=NNC(=O)C1C(c1ccccc1)C(C#N)C#N (stereo unspecified) | ? | ? | -4% | -3% | 16% | 2% | -2% | -10%
COc1cccc(NC(=S)N(Cc2ccccn2)Cc2ccccc2Cl)c1 | -10% | -3% | 10% | -8% | -28% | -8% | 5% | ?
CN(C)S(=O)(=O)c1cccc(C(=O)Nc2ccc(S(=O)(=O)N3CCCC3)cc2)c1 | ? | 5% | -7% | -11% | -4% | -23% | -12% | -16%
CCOc1cc(/C=C2/C(=O)N(c3ccccc3)N=C2C)ccc1OC(=O)c1ccco1 | ? | ? | -9% | -6% | 1% | 2% | ? | ?
Cc1noc2ncc(C(=O)c3cc(F)ccc3O)cc12 | -1% | -6% | -18% | 5% | -9% | -1% | -8% | 1%
CCOC(=O)c1cc(C#N)c(SCC(=O)Nc2ccc(C(C)=O)cc2)[nH]c1=O | / | ? | 5%[10 µM] | -7% | 5%[9.22 µM] | / | ? | -19%
O=C(O)CSc1nnc(-c2ccncc2)n1-c1ccc(Cl)cc1 | 4% | -6% | -3% | 11% | ? | 10% | -4% | 3%
CCc1nnc(NC(=O)C(C)Sc2ccccc2)s1 (stereo unspecified) | 2% | -5% | 4% | 5% | -6% | -2% | 4% | -5%
COc1ccc(CCNC(=S)NCc2ccc(Cl)c(Cl)c2)cc1OC | -5% | -6% | 15%[10 µM] | ? | -32% | 3% | -14% | ?
C=CCC(=O)NC(C)c1cnn(-c2ccccc2C)c1C (stereo unspecified) | 8% | -8% | -3%[10 µM] | -10% | -6%[9.22 µM] | / | 5% | -11%
Cn1c(NNC(=O)c2cccc3ccccc23)cc(=O)n(C)c1=O | 14% | ? | 11%[10 µM] | -2% | 10%[9.22 µM] | / | 2% | -13%
Cc1ccc(NC2c3ncccc3C(=O)N2Cc2cccs2)cc1C (stereo unspecified) | ? | -17% | / | 3% | 9% | 8% | ? | -23%
CC(=O)Nc1cccc(-c2csc(Nc3cc(C)ccn3)n2)c1 | ? | ? | -26% | 5% | ? | ? | ? | 18µM*[quencher]
CCn1c(CCNC(=O)c2cccs2)nnc1SCC(=O)Nc1ccc(Cl)cc1 | -11% | -3% | 11%[1.9 µM] | -10% | -8% | -22% | 12% | -14%
O=C(NCc1nc2ccccc2[nH]1)c1ccco1 | 2% | -14% | -1%[0.074 µM] | -5% | 2% | 6% | 8% | -3%
COCC(O)CNc1ccccc1 (stereo unspecified) | 6% | -6% | 0%[10 µM] | ? | 4% | -1%[1.84 µM] | -17% | -9%
Cc1cc(C)n(C(=O)Cn2nc([N+](=O)[O-])c(Br)c2C)n1 | 0% | -13% | -7% | -3% | -4% | 0% | 2% | -9%
COc1cc(C2CC(=O)NC3=C2C(=O)CC(C)(C)C3)ccc1O (stereo unspecified) | -7% | -7% | ? | 1% | ? | 19% | -7% | -5%
O=C(NCCCNCc1ccccc1)/C(=N\O)c1ccccc1 | -2% | -4% | -3% | 1% | 13% | -15% | 6% | -6%
O=C(CN1C(=O)CSc2ccccc21)Nc1ccc2c(c1)OCCO2 | 8% | -18% | 1% | -1% | 17%[9.22 µM] | 2% | 8% | -20%
c1ccc(-c2n[nH]c(-c3ccccc3)c2-c2nc3ccccc3[nH]2)cc1 | ? | -3% | -17% | -4% | ? | -17% | ? | -16%
C=CCNC1=C(Cl)C(=O)N(c2ccccc2Cl)C1=O | 25µM* | ? | -25% | ? | 26% | -13% | -11% | -29%
Nc1c(C(=O)NCc2cccs2)nnn1CC(=O)Nc1cccc(Cl)c1 | 7% | 0% | 14%[10 µM] | -7% | -4%[9.22 µM] | 5% | 25% | -5%
COc1ccc2ncc(S(=O)(=O)c3ccccc3)c(N3CCN(c4ccccc4)CC3)c2c1 | ? | -10% | / | 8% | 26% | -11% | -14% | -25%
CCCCCN(C(=O)NC(=O)Nn1cnnc1)S(C)(=O)=O | -9% | -3% | -8% | 3% | -1% | -11% | 2% | 8%
CCOC(=O)C(C)Sc1nc2c(c(=O)[nH]c(=O)n2C)n1C/C=C(/C)Cl (stereo unspecified) | 7.1µM* | -3% | -1%[0.074 µM] | -2% | 11% | ? | -7% | 7%
Cc1ccc(C)c(NC(=O)C(Sc2ncnc3ccccc23)c2ccccc2)c1 (stereo unspecified) | 0% | 5% | 21%[10 µM] | -17% | 10% | -21% | -1% | 0%
COc1ccc(NC(=S)NCc2ccc(S(N)(=O)=O)cc2)c(OC)c1 | ? | -5% | 22%[10 µM] | 3% | -4% | 0% | 3% | -8%
O=[N+]([O-])c1ccc(/C=N/n2cn[nH]c2=S)cc1 | 6% | ? | 11%[10 µM] | -11% | 0%[9.22 µM] | / | 2% | -13%
C=C(C)Cn1c(SCC)nc2ccccc2c1=O | -11% | -9% | -2%[10 µM] | -7% | -11% | -21% | 4% | -14%
O=C(O)c1cc(-c2ccccc2)n[nH]1 | -2% | 3% | 13%[10 µM] | 2% | 31% | -1% | 7% | 0%
C=C(C)CSc1nc2nc(C)c(Br)cc2[nH]1 | -7% | -13% | -1% | 7% | -5% | 10% | -4% | -10%
O=C(Cc1ccccc1)NC(=S)Nc1cccc(C(F)(F)F)c1 | -5% | -1% | -20% | -1% | -14% | / | ? | -21%
CCOC(=O)c1c(CN2CCCCC2)n(C)c2ccc(OC)c(S(=O)(=O)c3ccccc3)c12 | -2% | -17% | -26%[0.074 µM] | -2% | 15% | 23% | ? | -8%
